High-throughput results: PubChem BioAssay, several laboratories
Myeloid diff 2: promotes myeloid progenitor differentiation; 1% of 360,000 active; calls only at 10 µM; ER-HoxA9 myeloid progenitors, lysozyme-GFP differentiation, flow cytometry; AID 624256;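 active means normalized GFP-positive differentiation at or above the plate's own cutoff, the solvent-only control mean plus 3 SD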;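 further: cells exposed to compound for four days before flow analysis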
b-catenin transl: alters nuclear translocation of beta-catenin in HeLa cells | immunofluorescence imaging | nuclear translocation activity, % at 5 µM | 0.3% of 190,000 active;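 active means nuclear translocation activity above 50% at 5 µM, with a well cell count of 50 or more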;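 further: per-cell ratio of nuclear to cytoplasmic median beta-catenin stain intensity; plate controls were DMSO negative control for no effect and GSK-3 inhibitor IX positive control for full effect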
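Test system: HeLa cells, endogenous beta-catenin; Compound: single 5 µM dose plus 0.02–20 µM confirmation series; Times: compound exposure 24 h at 37°C; Signal: fluorescence imaging of beta-catenin antibody stain plus DAPI; Read-out: % activation, nuclear-to-cytoplasmic median beta-catenin signal ratio per cell.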
T cell HTS: T cell immune modulators affecting CD8 T cell-vesicle binding. 2C CD8+ T cell-vesicle binding, flow cytometry; active compounds read low. calls only at 7 µM. 0.068% of 330,000 active. AID 2052;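 active means response, share of CD8 T cells binding vesicles, and their 90th percentile fluorescence all below set limits, cut at about 80% in these data, passing the limit was not always enough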
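Also added: QL9-peptide-loaded Drosophila micro-vesicles bearing Ld, ICAM-1 and B7-1; Test system: purified 2C TCR transgenic mouse naive CD8+ T cells; Measured by: cytometric PE anti-B7-1 and Alexa647 anti-CD8 signals after 1% paraformaldehyde fixation; Timing: binding step 1.5 h, 37 °C, antibody labelling 20 min, ice.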
TNAP activators: stimulation of alkaline phosphatase TNAP activity – biochemical, luminescent, no phosphate acceptor, uHTS, primary screen (AID 1001). purified TNAP, luminescent activation assay, no phosphate acceptor; higher activation fold means a stronger effect. activation fold at 20 µM, or EC50 in µM where a hit was titrated. 0.03% of 200,000 active; in the data active means activation fold from about 3, or a potency from the dose series; inactive means the rest, 99 in 100 with activation fold below about 1.6; further: many of its hits are not listed in these tables
Dynein cargo inh: blocks dynein driven cargo transport along microtubules | 3617.4 mouse cells, GR-EGFP nuclear translocation imaging; test concentration mostly 20 µM; stimulated with dexamethasone, 1 µM; active compounds read low | z-score, hits read low | 0.47% of 220,000 active;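 active means plate z-score of nuclear minus cytoplasmic receptor signal below a set negative limit, without overly bright fluorescence or cell loss, cut at about -3.5 in these data, passing the limit was not always enough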;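 further: z-score of nuclear minus cytoplasmic ring GR-EGFP intensity difference per well; some compounds called inactive have numbers as strong as hits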
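Buffer or medium: tetracycline-free induction medium containing charcoal-stripped FBS / Reagent: dexamethasone agonist, 1.0 µM final, for 30 min / Technique: automated 10x imaging of fixed Hoechst-stained cells / Times: induction 48 h, compound 1 h, agonist 30 min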
MT stabilize HCS: microtubule stabilization, imaging screen; 0.83% of 200,000 active; HeLa tubulin immunostaining HCS, 24 h; share of cells brighter than vehicle mean+2SD; % tubulin-high responders, % at 10 µM; AID 2205;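 active means plate Z-score above 3 for both tubulin-high and condensed-nucleus cell shares, with cell loss under 80%, at 10 µM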;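 further: anti alpha tubulin signal scored within the nucleus-defined area of each cell; some results filed as inactive read as strong as hits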
Insulin prom up: MIN6 insulin promoter up-regulation; MIN6 insulin promoter-GFP reporter, high-content imaging; active compounds read high; z-score at 5 µM; 0.3% of 190,000 active; AID 1625;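 active means z-score above 3 at 5 µM with at least 500 cells counted in the well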
Hep lipid drop: hepatic lipid droplet formation modulation. AML12 mouse hepatocytes, oleate lipid droplets, BODIPY imaging. inhibition, % at 6.5 µM. 0.4% of 240,000 active. AID 1656;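 active means lipid droplet intensity inhibited by at least 50%, with more than 500 cells counted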
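Test system: AML12 hepatocytes (mouse); reagent: oleate loading, 100 µM; dosing: one dose, 6.5 µM compound; incubation: overnight exposure; signal: fluorescence imaging, 20x objective, two fields per well; read-out basis: % inhibition of corrected integrated BODIPY droplet signal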
human PMI inhibition: MPI enzyme activity inhibition – biochemical, fluorescence intensity, coupled assay, primary screen (AID 1209); purified PMI enzyme, coupled fluorescence intensity; higher % means a stronger effect; inhibition, % at 20 µM, or IC50 in µM where a hit was titrated; 0.42% of 190,000 active; in the data active means inhibition above about 50%;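 further: plate controls were DMSO vehicle for no effect and wells lacking substrate for full effect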
Dynein cargo inh cytoplasmic EGFP: also measured in Dynein cargo inh; calls as there; z-score; measured here: cytoplasmic GR-EGFP intensity; active compounds read high
Dynein cargo inh nuclear GR-EGFP: further read-out of Dynein cargo inh, marked with its call; z-score; measured here: nuclear GR-EGFP intensity;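 lower value marks the stronger effect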
Dynein cargo inh cell count: recorded beside Dynein cargo inh, whose call it bears; z-score; measured here: cell count per field
Insulin prom up cell count: recorded beside Insulin prom up, whose call it bears; cell count; measured here: cytotoxicity, nuclei count;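 total cells summed across four imaged fields per well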
Hep lipid drop cells 6.5 µM: second read-out of Hep lipid drop, no call of its own (marks repeat the call); cell count; measured here: cell count, cytotoxicity flag;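 cells counted across two imaged fields per well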
b-catenin transl cell count 5 µM: also measured in b-catenin transl; calls as there; cell count; measured here: cell count, cytotoxicity flag
T cell HTS vesicle-bound %: further read-out of T cell HTS, marked with its call; double positive events, %; measured here: CD8+ vesicle-bound cell fraction;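 binding gate set so that unloaded-vesicle control wells show 10% double positive cells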
MT stabilize HCS Hoechst-high %: second read-out of MT stabilize HCS, no call of its own (marks repeat the call); % Hoechst-high responders; measured here: nuclear condensation Hoechst responders;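 share of cells brighter than vehicle mean plus two SD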
MT stabilize HCS cytotoxicity %: recorded beside MT stabilize HCS, whose call it bears; toxicity, %; measured here: cytotoxicity by cell density;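 0% = mean cell density of plate MIN control wells and 100% = no cells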
Myeloid diff 2 GFP+ MAC1+ %: recorded beside Myeloid diff 2, whose call it bears; GFP+ MAC1+ double positive, %; measured here: differentiation confirmed by MAC1 staining
Active calls of the source: *; i = inactive; nt = no result given.

Results follow in this order: Myeloid diff 2, Myeloid diff 2 GFP+ MAC1+ %, b-catenin transl, b-catenin transl cell count 5 µM, T cell HTS, T cell HTS vesicle-bound %, TNAP activators, Dynein cargo inh, Dynein cargo inh cytoplasmic EGFP, Dynein cargo inh nuclear GR-EGFP, Dynein cargo inh cell count, MT stabilize HCS, MT stabilize HCS Hoechst-high %, MT stabilize HCS cytotoxicity %, Insulin prom up, Insulin prom up cell count, Hep lipid drop, Hep lipid drop cells 6.5 µM, human PMI inhibition
- Cc1cc(C)nc(/N=C2\NC(=O)CC(C(=O)O)N2c2ccc(Cl)cc2)n1 (stereo not drawn)
→ i, 2.5, 0.5, 1128, i, 51, 1.1, 0.5, -0.14, 0.64, -0.84, 4.0, 2.8, 3.9, nt, nt, 3, 697, 8%
- O=c1cc(O)nc(SCc2ccccc2)n1-c1ccc(Cl)cc1
→ i, 0.6, -3.0, 1038, i, 19, 1.1, 0.74, -0.22, 0.84, -0.7, 4.2, 1.8, 6.2, 1, 1563, 25, 668, -4%
- CC(NO)/C(=N\O)c1cccs1 (stereo not drawn)
→ i, 7.3, nt, nt, i, 32, 1, -1.4, 0.2, -0.73, 1.3, 1.6, 0.9, 5.1, -0.25, 1011, 0, 792, -18%
- O=C(Cn1c(NCCO)nc2ccccc21)NCC(F)(F)F
→ i, 0.1, -0.2, 1296, i, 27, nt, 0.43, -0.14, 1.1, -1.8, nt, nt, nt, 0.25, 1035, -9, 737, nt
- COc1ccc(C2Nc3ccccc3C(=O)N2c2ccc(C)cc2)cc1COc1ccccn1 (stereo not drawn)
→ i, 0.5, 0.1, 1141, i, 56, 1.1, -1.1, -0.26, -0.4, 1.2, 3.7, 1.6, 5.5, 0.08, 1429, -6, 679, 20%
- CN1CCN(c2ccc(C(=O)c3ccc(F)cc3)cc2)CC1
→ i, 0.2, -4.1, 884, i, 53, 1, -0.15, -0.077, 0.0025, 0.11, 2.5, 2.2, 5.7, -1.2, 1090, nt, nt, -5%
- O=S(=O)(NCCOC12CC3CC(CC(C3)C1)C2)c1cccc2nsnc12
→ i, 0.9, -0.2, 1012, i, 50, 1, -0.6, -0.25, -0.23, -0.15, 2.5, 1.1, 5.2, 0.56, 1279, -5, 710, 8%
- O=C(c1ccc(S(=O)(=O)NCc2ccco2)cc1)N1CCN(Cc2ccccc2)CC1
→ i, 0.0, 1.6, 1073, i, 59, 1, -0.52, 0.042, -0.63, -0.12, 3.8, 2.3, 6.9, 0.29, 1212, 0, 670, 1%
- COCCN1C(=O)c2ccc(C(=O)Nc3nccs3)cc2C1=O
→ i, 4.6, -2.1, 1091, i, 27, 1, -0.16, -0.24, -0.035, 0.64, 3.4, 1.5, 4.6, 1.4, 1276, 16, 788, 14%
- CCCCN(C(=O)c1ccc(Cl)c([N+](=O)[O-])c1)c1c(N)n(CCC)c(=O)[nH]c1=O
→ i, 0.2, -4.2, 1065, i, 34, 1.1, -0.35, -0.19, -0.47, 0.13, 3.2, 1.9, 6.8, -0.04, 1367, 27, 697, -10%
- OC(c1ccccn1)c1c[nH]c2ccccc12 (stereo not drawn)
→ i, 1.0, 0.9, 1433, i, 36, 1.1, -0.56, -0.13, 0.033, 0.12, 0.9, 1.2, 8.0, 0.1, 1523, nt, nt, 3%
- CC(C)N1CCC(N2CCN(Cc3ccc(-c4ccc(Cl)cc4)o3)CC2CCO)CC1 (stereo not drawn)
→ i, 0.8, 2.4, 1022, i, 34, 1, -0.83, -0.2, -0.51, 0.6, 2.2, 3.2, 6.6, -0.51, 1379, 4, 690, 17%
- COc1ccc(N2CC(NC(=O)N(C)CCC#N)CC2=O)cc1 (stereo not drawn)
→ i, 0.7, nt, nt, i, 31, 1, 0.048, -0.18, 0.084, -0.12, 3.0, 2.5, 8.0, 0.67, 1152, 0, 689, -1%
- Nc1oc2ccccc2c(=O)c1C=O
→ i, 0.9, -2.7, 1048, i, 57, 0.9, -0.54, -0.29, -0.51, 0.26, 2.4, 2.4, 3.3, -0.83, 1599, 11, 690, 12%
- CCCn1c(SCC(=O)Nc2c(C)cccc2C)nnc1C(C)C
→ i, 1.6, -3.2, 1002, i, 48, 1.1, 0.00055, -0.32, 0.06, -0.1, 4.7, 3.7, 5.0, -0.32, 1179, nt, nt, 1%
- C/C(Cn1nc([N+](=O)[O-])cc1C)=N\NC(=O)COc1ccc(Cl)cc1Cl
→ i, 0.1, -1.3, 1095, i, 11, 1, 0.73, -0.15, 0.65, -0.34, 3.5, 1.3, 11, -0.6, 1536, -15, 731, -4%
- CCOC(=O)Cn1c(=O)oc2cc(S(=O)(=O)N3CCCc4ccccc43)ccc21
→ i, 2.5, nt, nt, i, 33, 1.2, 0.084, 0.033, 0.13, -0.82, 4.6, 1.2, 2.7, 0.37, 901, nt, nt, 5%
- CCOC(=O)CSc1nnc(NC(=O)c2cccc(S(=O)(=O)N3CCCCC3)c2)s1
→ i, 8.0, -0.5, 913, i, 38, 1.1, -1.2, -0.22, -0.64, 0.74, 3.6, 1.7, 4.8, 0.26, 1241, 11, 742, 2%
- O=C(OCCN1C(=O)c2ccccc2C1=O)c1cc2ccccc2o1
→ i, 11, -2.5, 890, i, 51, 1.1, 0.25, -0.38, -0.056, 0.087, 4.1, 1.5, 1.5, 1, 1519, nt, nt, 11%
- CN(CC(=O)Nc1ccc(N2CCOCC2)cc1)C(=O)C1CCCC1
→ i, 0.3, 2.2, 924, i, 64, 1, -0.2, -0.21, -0.23, 0.15, 2.6, 2.9, 4.8, -0.25, 1284, 13, 659, 3%
- O=C(NCCSCc1ccccc1)c1cc(S(=O)(=O)N2CCOCC2)ccc1F
→ i, 5.1, 0.5, 1197, i, 26, 1.1, -1.2, -0.083, 0.085, 0.15, 2.8, 1.2, 8.6, -0.17, 1260, 3, 717, 3%
- O=S(=O)(Nc1ccc(N2CCCCC2)cc1)c1cccs1
→ i, 4.5, -1.6, 925, nt, nt, 1.1, -0.9, -0.19, -0.28, 1.2, 3.0, 1.7, 0.4, -0.52, 1113, nt, nt, 28%
- COc1ccc(C(C)(C)C)cc1NC(=O)C1CC=CCC1C(=O)O (stereo not drawn)
→ i, 10, -2.0, 1015, i, 37, 1.2, 0.78, -0.35, 0.54, -0.22, 5.4, 2.0, 15, -0.77, 1289, nt, nt, -3%
- CCOC(=O)N1CCN(C(=O)Cc2ccc(C)cc2)CC1
→ i, 8.4, nt, nt, i, 14, 1.1, -0.73, 0.092, -0.078, 0.61, 2.4, 1.7, 10, -0.22, 1226, -3, 710, 2%
- COc1ccc(/C=N/NS(=O)(=O)c2ccc(F)cc2)cc1COc1cc(F)ccc1[N+](=O)[O-]
→ nt, nt, 4.2, 874, i, 31, 1.1, 0.1, -0.21, -0.51, 0.27, 2.7, 2.4, 11, 0.4, 1540, -13, 689, -19%
- CCCCC(C)(O)C/C=C/[C@H]1[C@H](O)CC(=O)[C@@H]1CCCCCCC(=O)OC (stereo partly drawn)
→ nt, nt, nt, nt, nt, nt, 1.1, -2.9, 0.13, -0.69, 0.58, 2.9, 2.7, 3.8, nt, nt, -8, 732, -8%
- Cc1ccc(C(C)NC(=O)/C(C#N)=C\c2c(C)[nH]c3ccccc23)cc1 (stereo not drawn)
→ i, 1.8, nt, nt, i, 60, 0.9, 0.15, 0.12, 0.51, -0.27, 1.5, 0.8, 3.7, nt, nt, 7, 748, 11%
- N=c1sccn1CC(=O)Nc1cccc(S(=O)(=O)N2CCCCCC2)c1
→ i, 1.0, 2.1, 1058, i, 7, 1.1, 1.6, 0.57, 1.2, -0.94, 4.6, 2.6, 7.7, -1.1, 1062, 25, 725, -20%
- c1ccc(OCCOc2ncnc3ccccc23)cc1
→ i, 0.3, 3.7, 1051, i, 41, 1, 0.31, -0.2, 0.6, 0.27, 2.3, 1.8, 2.6, 0.32, 1369, nt, nt, -1%
- Cc1ccc(Cc2cnc(NC(=O)/C(C#N)=C/c3ccc(-c4cccc([N+](=O)[O-])c4)o3)s2)cc1
→ i, 1.1, -3.2, 886, i, 31, 0.9, -0.9, 0.061, 0.069, 1.3, 8.3, 3.4, 19, 0.8, 1412, nt, nt, 15%
- N/C(CN1CCCC1=O)=N\OC(=O)c1ccc(Cl)cc1
→ i, 0.2, 1.6, 1143, i, 12, 1.1, 0.57, -0.21, 0.37, -0.89, 3.6, 2.6, 5.6, -0.14, 1252, -4, 609, 0%
- CCN(CC)CCNC(=O)c1ccc(Sc2ccc(Cl)cc2)c(NC(C)=O)c1
→ i, 1.3, -1.1, 1083, i, 19, 1.1, -1.3, -0.28, -0.52, 0.68, 2.2, 2.4, 5.9, 0.38, 1229, -3, 694, -22%
- O=C(Cc1ccc([N+](=O)[O-])cc1)c1c(O)cc(O)cc1O
→ i, 0.2, 1.3, 1370, i, 8, nt, -0.41, -0.25, 0.14, 0.6, nt, nt, nt, -0.12, 1062, 2, 745, nt
- COC(=O)c1ccc(C(=O)OC)c(NC(=S)N2CCN(c3ccccn3)CC2)c1
→ i, 0.4, 1.2, 1486, i, 35, 1, -0.38, -0.3, 0.13, 0.4, 1.4, 2.4, 9.6, 0.6, 1508, -1, 688, 7%

Random draw from the library. Share with any hit: about 3%.
